bIAP activator: intestinal alkaline phosphatase (bovine) activation; purified bovine IAP, CDP-star luminescence, 30 min; stronger effect = higher value; fold of DMSO-control signal, blank-subtracted; activation factor at 20 µM; 0.17% of 200,000 active; AID 1016;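 active means activation factor of 2 or more at 20 µM, a signal rise over negative controls twice the positive control's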
PPARg SRC-3 ag: agonists of human PPARgamma SRC-3 coactivator recruitment. P37231. biochemical PPARgamma/SRC-3 coactivator recruitment assay. activation, % at 8 µM. 0.26% of 200,000 active; in the data active means activation above about 23%;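 further: 0% = DMSO and 100% = reference agonist; some compounds past the cut are filed as inactive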
Target sequence (P37231 whole entry, looked up): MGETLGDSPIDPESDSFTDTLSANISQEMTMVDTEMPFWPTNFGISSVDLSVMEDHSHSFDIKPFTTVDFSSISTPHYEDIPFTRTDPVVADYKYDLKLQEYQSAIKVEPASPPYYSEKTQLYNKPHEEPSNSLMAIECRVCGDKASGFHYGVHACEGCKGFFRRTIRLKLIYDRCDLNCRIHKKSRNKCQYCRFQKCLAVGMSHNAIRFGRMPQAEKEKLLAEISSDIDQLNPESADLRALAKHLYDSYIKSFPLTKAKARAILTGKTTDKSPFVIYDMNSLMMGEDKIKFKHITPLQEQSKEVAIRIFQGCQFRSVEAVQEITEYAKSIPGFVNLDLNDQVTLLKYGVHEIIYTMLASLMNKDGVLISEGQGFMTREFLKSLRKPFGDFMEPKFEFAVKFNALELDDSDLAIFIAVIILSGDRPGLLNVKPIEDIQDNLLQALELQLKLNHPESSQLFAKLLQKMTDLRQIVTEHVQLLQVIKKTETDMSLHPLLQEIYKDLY
STAT3 activator: activators of IL-6 induced STAT3 signaling; U3A cells, IL-6 STAT3-luciferase reporter, luminescence; 100% = signal with IL-6 EC80 alone; activation (% of control), % at 5.6 µM; 0.91% of 190,000 active; AID 871;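 active means activation above the screen-wide mean of compound activation plus 3 SD, cut at about 130% in these data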;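 further: 0% = background luminescence of wells with medium and substrate only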
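System – human U3A cells carrying STAT3-luciferase construct · Probe or stimulus – Interleukin-6, 33 ng/mL · Schedule – compound 1 h, then IL-6 6 h at 37 °C · Signal – luminescence from STAT3-driven luciferase reporter · Evaluation – percent of IL-6-only median luminescence · Benchmarks – IL-6-only high control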
STAT3 inh: reduces IL-6 driven STAT3 reporter signal. U3A cells, IL-6 STAT3-luciferase reporter, luminescence; host cell line lacks STAT1. inhibition, % at 5.5 µM. 0.89% of 190,000 active;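 active means inhibition above the mean inhibition across all screened compounds plus 3 SD, cut at about 44% in these data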;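 further: 0% = DMSO only wells and 100% = 100 µM nifuroxazide control wells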
TNAP act hiacc: TNAP (human) activation, high acceptor; 200,000 tested, under 10 active; purified TNAP, CDP-star luminescence, 1 M DEA, 30 min; stronger effect = higher value; 0 = EDTA background, 1 = DMSO-only activity; P05186; AID 1136; activation factor at 20 µM;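 active means activation factor at least 2 at 20 µM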
Target sequence (P05186 whole entry, looked up): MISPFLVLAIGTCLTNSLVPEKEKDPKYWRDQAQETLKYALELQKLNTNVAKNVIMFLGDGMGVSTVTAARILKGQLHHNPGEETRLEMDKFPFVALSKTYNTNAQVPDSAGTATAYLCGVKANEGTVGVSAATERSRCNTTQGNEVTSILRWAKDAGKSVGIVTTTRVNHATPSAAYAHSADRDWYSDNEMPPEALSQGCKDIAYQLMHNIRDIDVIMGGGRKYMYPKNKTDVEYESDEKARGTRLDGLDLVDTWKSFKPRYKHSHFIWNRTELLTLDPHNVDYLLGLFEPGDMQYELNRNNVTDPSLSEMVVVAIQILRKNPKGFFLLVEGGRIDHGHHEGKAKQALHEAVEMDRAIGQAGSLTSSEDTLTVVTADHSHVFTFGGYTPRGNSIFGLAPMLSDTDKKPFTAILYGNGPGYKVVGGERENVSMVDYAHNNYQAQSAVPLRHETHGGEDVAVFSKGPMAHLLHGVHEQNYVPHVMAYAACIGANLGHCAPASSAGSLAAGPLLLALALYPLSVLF
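Assay system: human TNAP; Input: enzyme diluted 1/800 final; Reagent: CDP-star luminogenic substrate at 100 µM final; Timing: 30 min, room temperature; Signal: luminescence; Evaluation: TNAP activation factor scaled between EDTA and DMSO control wells.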
PPARg SRC-1 ag: promotes SRC-1 coactivator recruitment by human PPARgamma | P37231 | PPARgamma-SRC-1 coactivator recruitment biochemical assay | activation, % at 8 µM | 0.41% of 200,000 active | AID 631; in the data active means activation above about 19%;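 further: 0% = DMSO and 100% = reference agonist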
STAT1 blocker: reduces IFN-gamma driven STAT1 reporter signal; inhibition, % at 5.5 µM; AID 920; 0.35% of 200,000 active; NIH 3T3 STAT1-luciferase reporter, luminescence;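 active means inhibition above a set limit, the mean inhibition across all tested compounds plus 3 SD, cut at about 34% in these data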;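 further: 0% = IFN-gamma with DMSO and 100% = IFN-gamma with 300 µM nifuroxazide; values of inactives mirror those of a sister screen read the other way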
PPARg SRC2 recr: PPARgamma-driven SRC-2 recruitment agonism. PPARgamma LBD-SRC-2 recruitment, biochemical. AID 1032. activation, % at 8 µM. P37231. 0.34% of 200,000 active; in the data active means activation above about 22%;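 further: 0% = vehicle and 100% = reference agonist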
ROMK primary: modulators of human ROMK potassium channel. Tet-inducible ROMK, thallium flux fluorescence; actives lie on both sides. B-score at 10 µM. 2% of 130,000 active. P48048. AID 1918;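 active means signal ratio slope over the read window, or its plate-corrected B-score, at least 3 SD from the plate mean, either direction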;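 further: B-score of the F/F0 ratio slope over 7 to 12 s after thallium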
bIAP inhibitor: intestinal alkaline phosphatase (bovine) inhibition; purified bovine IAP, CDP-star luminescence, 30 min; inhibition, % at 20 µM; 190,000 tested, under 10 active;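 active means over 50% inhibition of intestinal alkaline phosphatase at 20 µM in the single-dose screen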
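System: purified bovine intestinal alkaline phosphatase (IAP) enzyme; Input: IAP diluted 1/65,000,000 in the well; Measured by: CDP-star luminescence signal; Compound dosing: 20 µM single dose; Incubation: 30 min reaction at room temperature.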
SRC2 TRFRET art: counter-screen for PPARgamma SRC-2 recruitment agonists: TR-FRET artefact | TR-FRET ratio at 8 µM | 0.4% of 200,000 active | stronger effect = higher value | AID 1049; in the data active means TR-FRET ratio above about 2000; further: inactives centre near 1500
Numbers without * were called inactive; nt = not tested or not shown.

SMILES	bIAP activator	PPARg SRC-3 ag	STAT3 activator	STAT3 inh	TNAP act hiacc	PPARg SRC-1 ag	STAT1 blocker	PPARg SRC2 recr	ROMK primary	bIAP inhibitor	SRC2 TRFRET art
COC(=O)c1cc(S(=O)(=O)N2CCC(C)CC2)ccc1F	1	3	102	1	1	1	-9	12	nt	-4	1482
CCOC(=O)c1ccc(NC2c3ncccc3C(=O)N2Cc2ccc(F)cc2)cc1 (centres undefined)	1	15	103	0	1.1	2	-4	5	0.33	1	1381
c1ccc2[nH]c(SN3CCOCC3)nc2c1	1.2	18	92	13	1	2	1	9	nt	-23	1488
O=C(O)COc1ccc2c(c1)OCCO2	1.1	3	96	10	1.1	0	7	-4	0.071	-7	1552
CS(=O)(=O)N1CCc2cc(S(=O)(=O)Nc3ccc4c(c3)OCCO4)ccc21	0.9	-4	64	46*	1	0	27	-9	-1.9	8	1472
COc1ccc(-n2c(CNC(=O)COc3ccc(Cl)cc3)n[nH]c2=S)cc1	1.2	10	90	22	1	8	-5	7	1	-16	1749
CCOc1ccc(OCC)c(NC(=O)C2C3C=CC(O3)C2C(=O)NCc2ccco2)c1 (centres undefined)	1	-4	109	-4	1	2	-3	10	-0.58	-1	1602
CCCN(CCC)c1nc(N(CCC)CCC)[nH]c(=O)n1	1.1	8	91	21	1	4	3	6	-0.11	-7	1630
CCN(CC)S(=O)(=O)c1cccc(-c2n[nH]c(=S)n2C)c1	0.7	0	105	5	1	6	0	1	-0.98	30	1748
CCN(c1ccccc1)S(=O)(=O)c1cccc(C(=O)NCC(c2cccs2)N(C)C)c1 (centres undefined)	1	0	95	8	1.1	6	8	0	-0.4	-2	1763
CCC(C)NC(=O)C(NS(=O)(=O)c1ccc2c(c1)c(=O)n(C)c(=O)n2C)c1ccccc1 (centres undefined)	0.9	4	105	4	1	6	0	15	nt	6	1734
Cc1c(NC(=O)CN2C(=O)NC3(CCCC3)C2=O)c(=O)n(-c2ccccc2)n1C	0.8	2	102	0	1	-5	-2	-5	0.72	18	1554
CC(C(=O)N1CCN(C)CC1)N1C(=O)c2ccccc2C1=O (centres undefined)	1.1	3	101	3	1	-5	1	-1	nt	-7	1476
CC1=CC(c2ccccc2)n2nc(NS(=O)(=O)c3ccc(C)cc3)nc2N1 (centres undefined)	1.1	-1	101	8	1	9	-1	9	nt	-10	1464
Cc1[nH]c2ccccc2c1N=Nc1cccc(C(=O)O)c1	0.9	6	109	-9	0.9	3	-52	9	nt	6	1512
Cc1c(Cl)cccc1N1CC(C(=O)Nc2nccs2)CC1=O (centres undefined)	0.9	-7	101	4	1	7	-2	2	-1.1	14	1575
COCCCNC(CC(=O)Nc1ccccc1C(=O)OC)C(=O)O (centres undefined)	nt	-8	103	-2	nt	-2	-1	-4	nt	nt	1416
CC(c1ccccc1)n1cc(C(=O)NCCN2CCOCC2)nn1 (centres undefined)	1.1	1	99	6	1	-5	11	10	-1	-8	1622
CCC(CC)C(=O)Nc1cccc(C(=O)N2CCOCC2)c1	1	9	94	12	1	9	12	7	nt	2	1473
COC(=O)c1cc(=O)nc2scc(C)n12	0.4	6	81	22	1	3	5	2	1.4	nt	1484
CCOC(=O)C1Cc2cc3c(cc2C1=O)CC(C(=O)OCC)C3=O (centres undefined)	1	-4	99	5	1	1	-9	-1	nt	4	1427
C=CCN1C(=O)C(Cc2ccc(OC)cc2)SC1=Nc1ccc(C(=O)O)cc1 (centres undefined)	0.9	-2	103	-6	1	-5	-2	-5	0.67	7	1496
CCCCNCc1cc(Br)c(OCC(=O)NCc2ccccc2)c(OC)c1	1.2	-1	105	2	1	7	-6	4	-1.7	-19	1576
O=C(NCc1ccc2c(c1)OCO2)C(=S)N1CCOCC1	1.1	-6	103	-4	1	-4	4	-3	nt	-6	1441
CCOC(=O)N1CCC(NC(=O)C2CCN(S(=O)(=O)c3c(C)noc3C)CC2)CC1	1.1	4	101	0	1	4	5	4	-0.14	-13	1427
Cc1cc(C)c2c(=O)[nH]c(SCC(=O)c3ccc(C(C)C)cc3)nc2n1	0.9	-3	99	5	1	-4	-5	2	-1.7	15	1428
COc1ccc(OC)c(NC(=O)[C@@H]2CCCN2C(=O)c2cccs2)c1	1.1	5	94	14	1	-1	4	8	0.42	-7	1506
CCOC(=O)c1c(NC(=O)c2noc(C)c2[N+](=O)[O-])sc(C(C)=O)c1C	1	0	95	16	1	2	10	6	-1.4	-1	1427
COc1ccccc1N(C)S(=O)(=O)c1ccc(C(=O)OC(C)C(=O)NCc2ccc3c(c2)OCO3)cc1 (centres undefined)	0.9	-1	99	8	1.1	-6	4	3	nt	10	1480
CCOC(=O)Cn1c2c(c(=N)c3c1CCC3)CCCC2	0.6	6	96	9	1.1	7	2	1	0.61	40	1645
CN(CCc1ccccn1)Cc1ccc(Cl)cc1Cl	1	18	99	10	1	2	-2	-3	nt	3	1503
CCN(CC)C(=O)CN(c1cc2c(cc1OC)oc1ccccc12)S(=O)(=O)c1ccccc1	1.1	-6	105	1	1.1	5	-10	5	-4.6*	-6	1629
Oc1ccc(/C=C/c2ccc3ccccc3n2)cc1	1.2	2	18	102*	1	7	72*	4	0.42	-20	1649
CCCCC(O)(C(NC=O)C(=O)OC)C(F)(F)F (centres undefined)	0.9	-4	95	10	1	2	-1	-2	nt	12	1308
CCCN(CCC)S(=O)(=O)c1ccc(C(=O)Nc2nc3c(s2)CCc2ccccc2-3)cc1	0.6	1	94	10	1	0	2	5	nt	38	1684
COc1cccc(-c2csc(N3CCN(C(=S)Nc4ccc(Cl)cc4)CC3)n2)c1	0.9	13	88	20	1	10	-2	12	nt	13	3147*
O=C(/C=C/c1ccccc1)NCCSc1ccc(Cl)cc1	0.9	-2	109	-11	1.1	2	1	0	nt	11	1514
CCCOc1ccc(C(CC(=O)O)NS(=O)(=O)c2ccc(NC(C)=O)cc2)cc1 (centres undefined)	0.9	-3	101	-1	1.1	-8	-5	8	nt	7	1340
COc1ccc(NC(=O)C2CCN(c3cc(C)nc(-c4ccccc4)n3)CC2)cc1	1.2	4	82	27	1.1	5	0	1	-0.04	-16	1726
COc1cccc(CN(C)CC(=O)Nc2sc3c(c2C#N)CCC3)c1	0.9	10	90	15	1	10	1	3	-0.45	6	1778
Cc1c(NC(=O)C(C)N2C(=O)NC3(CCC(C)CC3)C2=O)c(=O)n(-c2ccccc2)n1C (centres undefined)	1	4	97	8	1	11	5	7	nt	-5	1776
CCCn1c(=N)n(CCOCCOCCn2c(=N)n(CCC)c3ccccc32)c2ccccc21	nt	1	103	-1	nt	0	-1	-2	-3.1	nt	1328
CS(=O)(=O)c1nc(-c2ccc(Br)cc2)cc(-c2ccccc2)c1C#N	0.9	111*	99	2	1.1	53*	-3	7	nt	15	2843*
O=C(O)c1ccccc1CSc1ncn[nH]1	0.9	-5	104	-1	1	-3	-2	-4	nt	9	1435
CCC(C)(C)C1CCC(=NNC(=S)Nc2cccnc2)CC1 (centres undefined)	1	-3	102	0	1	15	-8	-8	-0.21	-4	1663

Continued; the last 2 above are carried over.
SMILES	bIAP activator	PPARg SRC-3 ag	STAT3 activator	STAT3 inh	TNAP act hiacc	PPARg SRC-1 ag	STAT1 blocker	PPARg SRC2 recr	ROMK primary	bIAP inhibitor	SRC2 TRFRET art
O=C(O)c1ccccc1CSc1ncn[nH]1	0.9	-5	104	-1	1	-3	-2	-4	nt	9	1435
CCC(C)(C)C1CCC(=NNC(=S)Nc2cccnc2)CC1 (centres undefined)	1	-3	102	0	1	15	-8	-8	-0.21	-4	1663
O=C(NNC(=O)c1sccc1-n1cccc1)Nc1ccccc1	1	1	111	-10	1	4	-6	9	-0.99	-3	1614
CCOC(=O)c1nnn(-c2nonc2N)c1-c1ccccc1	0.9	12	100	7	1	8	7	14	nt	9	1653
Cc1noc(C)c1CSc1cc(C)c2ccccc2n1	0.9	2	98	9	1	7	-4	8	nt	5	1460
CCC(=C(c1ccc(OC)cc1)c1ccc(OC)cc1)c1cn(CC(O)CN2CCN(C)CC2)c2ccccc12 (centres undefined)	1.1	-11	101	4	1	-7	9	-3	-1.2	-12	1420
O=C(O)CCCCn1c(SCC(=O)Nc2ccccc2C(F)(F)F)nc2ccsc2c1=O	1	-4	93	12	1	2	6	3	-1.2	4	1755
C=CCn1c(=O)c(C(=O)NCCc2ccccc2)c(O)c2ccccc21	0.9	-1	100	6	1	9	-2	7	-1.4	10	1600
CCOC(=O)C1=C(N)OC2=C(C(=O)CCC2)C1c1cccnc1 (centres undefined)	1	6	98	7	1.1	10	-3	-1	0.53	-2	1611
CCNC(=O)/C(=C\c1ccccc1)NC(=O)/C=C/c1ccccc1	1.1	-2	95	6	1.1	-4	4	-16	nt	-7	1440
COc1ccc(C2C(C(=O)c3ccco3)=C(O)C(=O)N2CC2CCCO2)cc1 (centres undefined)	1	6	97	10	1	5	8	10	1.3	2	1711
CN(C)CCNc1oc(COc2ccc(Cl)cc2Cl)nc1C#N	1.1	17	107	-5	1	11	3	1	nt	-13	1544
CCc1ccc(NC(=O)COc2ccc(/C=C(/C#N)c3nc4ccccc4[nH]3)cc2OC)cc1	1	1	115	-18	1	-3	-6	-6	nt	-4	1471
Cc1cccc(NS(=O)(=O)c2ccc3c(c2)Cc2cc(S(=O)(=O)Nc4cccc(C)c4C)ccc2-3)c1C	0.9	2	105	-8	1	5	9	-5	nt	11	1579
CCOC(=O)c1c(NC(=O)CSc2nncs2)sc(C)c1-c1ccccc1	1.2	0	101	-1	1	-8	8	-9	-0.59	-21	1496
CC(=O)Nc1ccc(Oc2cc(C#N)c(C#N)cc2N2CCOCC2)cc1	1	2	109	-11	1	4	-1	7	1.3	4	1531
CCCN(c1ccc(C(C)C)cc1)S(=O)(=O)c1c(C)noc1C	0.9	5	105	-5	1	3	7	3	-0.27	8	1566
CCN(CC)S(=O)(=O)c1cc(NC(=O)CSc2nnc(-c3cccs3)o2)ccc1C	0.8	5	105	-11	1	-4	9	10	nt	24	1525
O=S(=O)(c1ccc(Cl)cc1)N1CCCC1c1nc(-c2ccc(Cl)cc2)no1 (centres undefined)	1.3	11	97	7	1	5	10	3	nt	-31	1734
O=C(CCCc1nc(-c2ccccc2)no1)Nc1cccnc1	0.9	-2	99	8	1	2	-7	-2	nt	14	1363
CC(C)(C)c1ccccc1OCCCCCn1ccnc1	1.4	2	101	8	1.1	-13	10	-6	-1.4	-36	1468

Only TNAP act hiacc (2 entries from above):
SMILES	TNAP act hiacc
O=S(=O)(c1ccc(Cl)cc1)N1CCCC1c1nc(-c2ccc(Cl)cc2)no1 (centres undefined)	1
O=C(CCCc1nc(-c2ccccc2)no1)Nc1cccnc1	1
